# Compound activity: PubChem BioAssay, several laboratories
# BH1578 lux ind = inducers of Vibrio cholerae quorum light production without autoinducers. V. cholerae BH1578 lux reporter, luminescence, 6 h. activation, % at 18.7 µM. 0.16% of 350,000 active. AID 588436; in the data active = activation mostly above about 9.7%, no sharp cut-off; inconclusive = no clear call, values can overlap the other calls; inactive = mostly below about 3.7%; note: not every result past the cut was called active; inactives centre near 0; reference of the scale not given here
# PfHsp40 yeast = restores yeast growth despite PfHsp40 toxicity. S. cerevisiae expressing PfHsp40, growth rescue, ATP luminescence. growth rescue, % at 12.5 µM. 0.68% of 340,000 active. AID 504582; in the data active = growth rescue above about 28%, passing the limit was not always enough; inconclusive = no clear call, values can overlap the other calls;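 note: yeast W303a lacking pdr1 and pdr3 grown in galactose medium; growth measured after three days at 30 °C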
# GDH-TPI inh = GDH-TPI coupled enzyme inhibition counter-screen. GDH-TPI coupled enzyme counterscreen, NADH absorbance. inhibition, % at 4.8 µM. 1.2% of 360,000 active. AID 588335; in the data active = inhibition above about 30%;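 note: 0% = DMSO wells and 100% = wells lacking the enzyme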
# Yp Topo-I inh = blocks Yersinia pestis topoisomerase I activity; 0.064% of 360,000 active; Y. pestis Topo-I cleavage product accumulation, plate reader; activity, % at 10 µM; in the data active = activity above about 50%, passing the limit was not always enough; inconclusive = no clear call, values can overlap the other calls; note: inactives centre near 2
# TcdB GH inh = blocks C. difficile toxin B glycohydrolase activity; P18177; inhibition, % at 9.99 µM; 0.24% of 350,000 active; TcdB glycohydrolase enzymatic assay, plate reader; in the data active = inhibition above about 10%
# Mtb BioA inh = blocks M. tuberculosis BioA enzyme activity. 0.096% of 360,000 active. AID 602481. purified M. tuberculosis BioA enzyme, plate reader. inhibition, % at 9.99 µM; in the data active = inhibition above about 40%; inconclusive = no clear call, values can overlap the other calls
# FadD28 binding = M. tuberculosis FadD28 bisubstrate binding inhibition; FadD28 bisubstrate probe binding, fluorescence polarization; 0.22% of 360,000 active; inhibition, % at 12.5 µM; AID 588549; in the data active = inhibition above about 8.5%, passing the limit was not always enough; inconclusive = no clear call, values can overlap the other calls
# Mtb UGM inh = blocks M. tuberculosis UGM enzyme. purified UGM, fluorescence polarization probe displacement. inhibition, % at 10 µM. P9WIQ1. 0.06% of 320,000 active; in the data active = inhibition above about 10%, passing the limit was not always enough; inconclusive = no clear call, values can overlap the other calls
# Target sequence (P9WIQ1 whole entry, looked up): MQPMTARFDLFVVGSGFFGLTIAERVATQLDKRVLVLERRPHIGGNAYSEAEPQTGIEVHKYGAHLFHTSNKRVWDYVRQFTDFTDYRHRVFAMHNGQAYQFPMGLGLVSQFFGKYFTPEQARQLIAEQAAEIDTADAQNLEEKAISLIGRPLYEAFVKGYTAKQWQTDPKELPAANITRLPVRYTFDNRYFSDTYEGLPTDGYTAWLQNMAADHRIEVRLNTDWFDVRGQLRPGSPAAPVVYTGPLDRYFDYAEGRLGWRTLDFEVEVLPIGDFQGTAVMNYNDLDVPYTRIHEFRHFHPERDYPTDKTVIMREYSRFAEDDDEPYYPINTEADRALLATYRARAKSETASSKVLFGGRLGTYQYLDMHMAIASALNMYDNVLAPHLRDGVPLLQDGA
# Mtb FBA inh = inhibitors of M. tuberculosis fructose-bisphosphate aldolase; 2.3% of 360,000 active; P9WQA3; AID 588726; inhibition, % at 1 µM; purified M. tuberculosis FBA, fluorescence read-out; in the data active = inhibition above about 27%;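 note: 0% = vehicle and 100% = reference inhibitor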
# Target sequence (P9WQA3 whole entry, looked up): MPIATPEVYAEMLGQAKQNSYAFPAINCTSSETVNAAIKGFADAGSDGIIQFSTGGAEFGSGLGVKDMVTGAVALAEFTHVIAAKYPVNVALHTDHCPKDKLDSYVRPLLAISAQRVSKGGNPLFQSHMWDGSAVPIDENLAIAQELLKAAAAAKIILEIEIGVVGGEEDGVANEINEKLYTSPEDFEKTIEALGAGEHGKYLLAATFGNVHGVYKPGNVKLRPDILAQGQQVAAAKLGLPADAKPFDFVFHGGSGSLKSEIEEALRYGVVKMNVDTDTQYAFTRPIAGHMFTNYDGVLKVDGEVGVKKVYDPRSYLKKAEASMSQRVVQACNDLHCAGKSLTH
# An asterisk follows results filed as active; i = inactive; u = inconclusive; x = no result given. Rows are unselected; 4.6% or so of the library scored in one or more.
SMILES,BH1578 lux ind,PfHsp40 yeast,GDH-TPI inh,Yp Topo-I inh,TcdB GH inh,Mtb BioA inh,FadD28 binding,Mtb UGM inh,Mtb FBA inh
COc1ccccc1CNS(=O)(=O)c1cc(C(=O)NCc2ccccn2)c(Cl)cc1Cl,-0.7,-0.5,-2.5,11.0,1.2,1.0,-2.7,x,2.6
CN(C1=NC(=O)C(CC(=O)Nc2ccc(Br)cc2)S1)c1ccc(O)cc1 (configuration not stated),i,-0.9,0.0,-6.6,x,2.4,-3.1,0.2,3.5
CCN(CC)C(=O)c1sc2c(c1C)c(=O)n(-c1ccc(C)c(C)c1)c(=O)n2CC(=O)NCC1CCCO1 (configuration not stated),0.6,-1.2,-0.6,7.5,1.2,-0.1,-0.2,-2.3,-0.9
O=C(NCCc1ccccc1)C1CCN(C(=O)Nc2ccccc2)CC1,-0.5,0.2,9.5,5.5,1.2,1.7,-2.3,2.6,-0.6
COc1ccc(-c2coc3c(C(=O)Nc4cccc(NS(C)(=O)=O)c4)cccc23)c(C)c1,i,x,0.0,27.8,-0.7,-1.2,-4.5,x,-0.1
C/C(N)=C(/C#N)C(=O)COC(=O)c1ccccc1C(=O)c1ccc(C)cc1,-1.1,0.1,-6.9,6.3,3.6,x,-3.6,2.0,2.6
COc1ccccc1CNC(=O)[C@H](C)NC(=O)C1CCN(C(=O)[C@@H](N)CC(C)C)CC1,-0.3,-0.6,6.9,0.0,-1.1,-0.5,-0.3,0.5,6.8
COCCCNC(=O)Cn1c(=O)oc2cc(S(=O)(=O)N3CC(C)CC(C)C3)ccc21 (configuration not stated),-0.5,-0.3,5.0,1.9,0.7,-1.2,0.0,-0.5,2.7
O=C(CSc1nnc(-c2ccco2)o1)Nc1c(F)cccc1F,-0.5,-0.3,-1.3,4.1,0.9,0.2,-0.9,-0.1,0.5
CCn1c(-c2cccs2)nc2ccccc21,-1.0,-0.4,2.2,-7.8,x,-0.9,-5.4,2.4,57.7*
Nc1nnc2cc(Br)ccc2n1,-5.0,x,9.7,1.5,-0.4,-0.6,0.0,x,-1.7
O=C(Cc1c(Cl)cccc1Cl)OCC(=O)N1CCN(C(=O)c2ccco2)CC1,-0.2,1.0,-1.2,5.4,1.2,x,0.0,-2.9,1.6
Cn1c(=O)c2c(nc(SCCN3CCOCC3)n2C)n(C)c1=O,-0.2,-1.3,-0.4,-7.0,1.1,-4.0,-0.7,-0.5,-2.2
Cc1ccc(C(=O)Oc2coc(CSc3nnc(NC(=O)C4CC4)s3)cc2=O)cc1,-3.3,-1.5,0.8,8.8,-0.3,x,-3.0,-0.5,-1.6
CC(C)(O)C#Cc1ccc(CN2CCN(Cc3ccsc3)C(CCO)C2)cc1 (configuration not stated),-0.5,1.2,-0.7,2.0,0.0,x,-2.7,1.3,-0.8
O=C(N1CCN(Cc2ccccc2)CC1)C12CC3CC(CC(C3)C1)C2,i,0.6,3.8,22.7,x,x,-2.4,2.7,-3.9
Cc1ccc(S(=O)(=O)N2CCN(c3ccc(C(=O)N4CCOCC4)cc3[N+](=O)[O-])CC2)cc1,0.2,0.2,-9.7,10.4,x,-0.5,-1.3,-2.1,-1.8
Cc1ccc(-n2c(SCC(=O)Nc3cccc(S(=O)(=O)NC4=NCCCCC4)c3)nc3ccccc3c2=O)cc1C,-0.3,0.2,9.9,-11.3,x,-3.1,1.4,-2.5,3.3
COc1ccc2nc(SCC(=O)NCc3ccc(OC)c(OC)c3)[nH]c2c1,-1.8,0.4,6.6,-3.1,-0.1,0.2,-1.2,-1.5,1.1
Cc1ccc(F)cc1C(=O)N1CCCC(C)(C(=O)NS(=O)(=O)C2CC2)C1 (configuration not stated),i,x,7.1,3.2,-1.3,-1.7,0.1,x,-1.7
CC(=O)Nc1ccc(-c2csc(-c3cccnc3)n2)cc1,-0.6,1.7,4.4,6.6,0.3,-1.2,-1.6,0.3,5.0
CN(C)CCCn1c(-c2ccccc2)nc(=S)c2c1CCCC2,-2.9,-0.3,30.2,-12.7,x,-1.7,-9.7,0.2,0.1
NC(CSC1(c2ccccc2)c2ccccc2-c2ccccc21)C(=O)O (configuration not stated),-1.1,-0.2,6.9,9.9,2.0,x,-4.2,x,0.7
CCOC(=O)c1c(O)c(Cl)c(C)[nH]c1=O,1.0,-2.2,-2.2,3.9,-1.3,0.3,-2.0,0.0,1.8
Cc1cccc(C(O)c2ncc(-c3ccc(F)cc3)[nH]2)c1C (configuration not stated),i,x,9.7,0.4,0.3,0.5,2.7,x,-0.7
CCN(CC)c1ccc(/C=N/Nc2ccc(C)cc2)c(O)c1,-0.3,2.5,7.1,-9.0,-3.8,x,-3.2,-1.3,-5.8
Cc1cc(C)nc(SCC(=O)N/N=C/c2cccnc2)n1,i,-0.8,9.9,4.9,0.7,2.8,-0.8,2.5,9.4
Fc1ccc(Oc2cnns2)cc1,i,-0.5,3.5,1.7,0.5,x,-4.9,2.7,-2.1
CCOc1ccc(C(NC(=O)c2ccco2)c2ccc(OC)c(OC)c2)cc1 (configuration not stated),i,-0.7,14.2,1.4,x,x,-2.6,-1.8,6.1
O=C(c1ccc([N+](=O)[O-])cc1[N+](=O)[O-])N1CCc2ccccc21,-0.8,-0.8,4.3,2.0,0.6,0.4,-2.7,-0.6,0.2
CCN(CC)C(=O)C1CCCN(c2ccc([N+](=O)[O-])cc2/C=N/NC(=O)c2ccccc2)C1 (configuration not stated),-0.7,0.1,15.4,18.7,x,x,-1.2,x,0.5
COc1ccc(-c2cc(=O)oc3c(C)c(OC(C)C(=O)N4C[C@H]5C[C@@H](C4)c4cccc(=O)n4C5)ccc23)cc1 (some centres not stated),-0.5,0.7,23.5,24.2,-3.1,2.3,-2.9,3.3,4.2
Cc1ccc(S(=O)(=O)N(C)c2ccc3c(ncn3C)c2[N+](=O)[O-])cc1,i,-1.3,-3.1,-6.3,1.8,1.3,-4.3,-1.2,-0.5
O=C(CCCCCCCC(=O)NCC1CCCO1)NCC1CCCO1 (configuration not stated),-0.5,-0.5,4.3,2.2,x,-3.0,-0.9,0.1,-2.1
CCc1nnc(NC(=O)CCN2C(=O)c3ccccc3C2=O)s1,i,1.2,-1.3,5.3,x,-0.1,0.3,-0.3,2.6
COc1cc2c(cc1OC)CN(C(=O)CCN1C(=O)C3CCCCC3C1=O)CC2 (configuration not stated),0.2,0.5,-0.9,-3.4,-1.1,x,-1.7,4.2,5.0
Cc1c(Nc2ccc(C=O)cc2)c(=O)n(-c2ccccc2)n1C,-0.6,-0.4,19.8,2.8,1.2,x,-1.6,3.3,-0.3
COc1ccccc1OCc1ccc(C(=O)Nc2ccccc2F)cc1,-0.4,1.0,9.4,14.3,x,x,-0.7,1.6,0.3
O=C1c2ccccc2C(=O)N1S(=O)(=O)c1ccccc1,0.6,-2.4,5.3,8.7,-0.2,-0.6,-5.5,1.2,-2.7
CC1(C)Cc2c(c(N3CCOCC3)nc3sc4c(NCc5ccccc5)nnnc4c23)CS1,-0.2,-0.3,5.6,-10.8,x,-1.8,-7.2,0.8,-8.2

# Compound profiles (already shown). Screens in order: BH1578 lux ind, PfHsp40 yeast, GDH-TPI inh, Yp Topo-I inh, TcdB GH inh, Mtb BioA inh, FadD28 binding, Mtb UGM inh, Mtb FBA inh
# CCc1nnc(NC(=O)CCN2C(=O)c3ccccc3C2=O)s1 across the screens: i, 1.2, -1.3, 5.3, x, -0.1, 0.3, -0.3, 2.6
# Fc1ccc(Oc2cnns2)cc1 across the screens: i, -0.5, 3.5, 1.7, 0.5, x, -4.9, 2.7, -2.1

# Some of the entries so far, as tab-separated lines:
SMILES	BH1578 lux ind	PfHsp40 yeast	GDH-TPI inh	Yp Topo-I inh	TcdB GH inh	Mtb BioA inh	FadD28 binding	Mtb UGM inh	Mtb FBA inh
CCOc1ccc(C(NC(=O)c2ccco2)c2ccc(OC)c(OC)c2)cc1 (configuration not stated)	i	-0.7	14.2	1.4	x	x	-2.6	-1.8	6.1
O=C(c1ccc([N+](=O)[O-])cc1[N+](=O)[O-])N1CCc2ccccc21	-0.8	-0.8	4.3	2.0	0.6	0.4	-2.7	-0.6	0.2

# The results go on.
SMILES,BH1578 lux ind,PfHsp40 yeast,GDH-TPI inh,Yp Topo-I inh,TcdB GH inh,Mtb BioA inh,FadD28 binding,Mtb UGM inh,Mtb FBA inh
COc1ccc(CC(CC(=O)O)C(=O)Nc2ccc(OC)cc2)cc1 (configuration not stated),i,-0.1,-7.9,5.5,x,-0.3,-2.0,0.7,3.4
CCCCCCCCCCn1ccc(=N)cc1,-1.3,-0.7,-9.0,6.5,0.2,0.9,-5.5,-0.6,-0.4
CC1CN(CCC(=O)Nc2ccc3c(c2)OCO3)CC(C)O1 (configuration not stated),-23.6,u,-1.4,-11.3,x,-1.4,-0.4,2.3,2.2
COC(=O)CCC(=O)OC1(C)C(=O)C=C2C=C(C3CC3)N(c3ccccc3)C=C2C1=O (configuration not stated),0.5,0.3,3.4,-1.2,-0.6,6.9,-0.3,-1.8,1.7
Cc1ccc(S(=O)(=O)NCc2cccnc2)cc1C,i,1.9,6.8,3.0,-0.1,0.5,-2.1,-1.7,2.1
Cc1cccnc1NC(=O)c1ccc(Cl)c(S(=O)(=O)N2CCCCC2)c1,i,0.5,2.1,-4.1,1.3,10.2,0.4,1.5,0.9
CCC(C)(C)NC(=O)c1ccc2c(c1)N(CC(=O)N1CCCC1)C(=O)C(C)(C)O2,-0.2,1.0,0.4,0.0,-2.2,-0.9,-1.5,2.9,-1.1
Cc1ccc[n+](CC(=O)Nc2ccc(N(C)C)cc2)c1,i,1.2,0.0,-0.6,1.5,-1.6,-2.7,3.3,1.6
Cc1cc(C(=O)COC(=O)c2ccc(NC(=O)CC#N)cc2)c(C)n1C1CC1,-0.7,-0.3,13.1,21.1,0.1,-0.6,-3.7,x,-1.4
CCCCCCSc1cc(-c2nc3ccc(C)cn3c2NCc2ccccc2)ccc1OC,-0.8,0.5,10.9,-4.1,-0.5,-1.7,-0.9,-1.9,28.5*
CC(C)[C@H](NC(=O)c1ccccc1)C(=O)OCC(=O)NCCc1ccc(F)cc1,-0.3,1.1,6.2,2.7,x,-0.3,0.7,-0.4,-1.2
CCCCCCCCCC[N+](C)(C)CC/C=C1/c2ccccc2Sc2ccc(Cl)cc21,-0.2,-0.7,3.9,-33.2,x,12.8,-24.0,-3.2,-0.4
CCOC(=O)CCSc1cc(C)c2ccccc2n1,i,-0.2,2.6,14.2,0.7,x,-3.7,0.7,3.6
C#CCOc1ccc(C2C3=C(CCCC3=O)N(CC(=O)O)C3=C2C(=O)CCC3)cc1Br,i,2.2,2.9,0.6,-2.8,0.0,0.5,-0.3,90.7*
CCOC(=O)c1oc2ccc(Br)cc2c1NC(=O)CN1CCN(C)CC1,-0.7,0.2,0.0,-4.7,x,0.4,-2.7,-0.5,-1.2
Clc1ccc(-c2ccccc2)nn1,0.6,x,-3.0,5.9,-0.1,-0.6,0.3,-3.9,1.1
CCOC(=O)[C@@H]1[C@H]2COc3cc(OC)ccc3[C@H]2N2C(=O)N(c3ccc(C)cc3)C(=O)[C@]12C,-0.4,0.7,3.6,20.0,-0.7,-0.4,-1.0,-1.8,-0.2
O=C(CCNC(=O)c1ccccc1Cl)NCc1ccco1,i,0.2,9.5,-10.2,0.1,-5.9,-0.1,-4.2,4.6
CCCCCCCCCCCCCCCCCCNc1ccn(C2OC(COP(=O)(O)OCC3OC(n4cc(F)c(=O)[nH]c4=O)CC3O)C(O)C2O)c(=O)n1 (configuration not stated),0.0,42.0*,-0.5,27.7,1.4,x,53.4*,x,-3.7
CC(C)OC(=O)c1ccc(Cn2nnc3ccccc3c2=O)cc1,i,0.3,-12.1,0.8,x,0.4,-2.7,-1.0,-3.6
Cc1ccc(C(=O)N/C(=C\c2ccc(-c3cccc([N+](=O)[O-])c3)o2)C(=O)NCCCN2CCOCC2)cc1,i,1.4,47.0*,1.3,3.8,0.4,-2.4,-1.0,-0.4
COc1ccc(S(=O)(=O)NCCc2cn3nc(C)c(C)nc3n2)cc1C,-2.6,1.2,9.6,0.3,2.7,-0.6,-1.4,2.1,22.4
CC1(c2cccc(Br)c2)NC(=O)N(CC(=O)Nc2ccc(S(N)(=O)=O)cc2)C1=O (configuration not stated),-0.3,0.3,5.3,-4.7,-0.5,6.3,-1.6,0.0,1.3
